Compound activity as filed in PubChem BioAssay.
Jurkat NFkB inh: inhibitors of the PMA/ionomycin-induced NF-kB reporter in Jurkat cells. AID 435003. actives 0.53% (n = 330,000). inhibition, % at 4 µM. PMA/ionomycin-induced NF-kB luciferase reporter, luminescence
CCR6 antag: blocks CCL20-driven beta-arrestin recruitment at human CCR6. P51684. CHO-K1 CCR6 PathHunter beta-arrestin, luminescence, CCL20-stimulated. inhibition, % at 20 µM. actives 0.49% (n = 340,000);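 active means compounds whose inhibition of the agonist-driven luminescence signal at 20 µM reaches about 50%, limit read from the data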;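 further: cells stimulated with CCL20 at 14 nM final; plate controls were DMSO with CCL20 for no effect and DMSO without agonist for full effect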
Target sequence (P51684 whole entry, looked up): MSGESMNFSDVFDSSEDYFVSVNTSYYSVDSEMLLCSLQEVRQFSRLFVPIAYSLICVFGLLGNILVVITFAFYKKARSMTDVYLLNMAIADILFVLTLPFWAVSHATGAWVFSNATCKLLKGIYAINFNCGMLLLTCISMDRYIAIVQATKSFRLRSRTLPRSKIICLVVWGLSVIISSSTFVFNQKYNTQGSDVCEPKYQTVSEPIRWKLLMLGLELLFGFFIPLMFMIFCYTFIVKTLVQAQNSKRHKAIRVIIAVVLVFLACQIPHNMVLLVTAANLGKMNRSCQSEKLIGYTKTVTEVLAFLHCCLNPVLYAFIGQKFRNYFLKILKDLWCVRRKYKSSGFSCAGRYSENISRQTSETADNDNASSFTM
SENP8 block: inhibitors of human SENP8 protease; Q96LD8; purified SENP8, Z-RLRGG-aminoluciferin cleavage, luminescence; inhibition, % at 10 µM; actives 1.2% (n = 330,000)
UBC13 polyUb: human UBC13 polyubiquitination inhibition; P61088; UBC13 polyubiquitin chain formation, TR-FRET; inhibition, % at 20 µM; actives 0.47% (n = 330,000); AID 485273; in the data active means inhibition above about 45%, passing the limit was not always enough
Target sequence (P61088 whole entry, looked up): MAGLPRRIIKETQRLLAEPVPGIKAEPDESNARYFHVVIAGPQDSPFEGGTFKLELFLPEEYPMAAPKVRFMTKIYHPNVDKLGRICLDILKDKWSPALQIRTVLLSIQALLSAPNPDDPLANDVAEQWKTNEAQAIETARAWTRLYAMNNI
EBI2 antag: blocks human EBI2 receptor beta-arrestin signaling; P32249; EBI2 beta-arrestin recruitment, luminescence, 7a,25-OHC stimulated; inhibition, % at 5 µM; actives 0.81% (n = 360,000); in the data active means inhibition above about 38%;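 further: enzyme fragment complementation signal reports receptor beta-arrestin coupling in cells; 0% = agonist plus DMSO wells and 100% = wells without agonist; some results beyond the cut were filed as inactive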
Target sequence (P32249 whole entry, looked up, the tested form may be a part): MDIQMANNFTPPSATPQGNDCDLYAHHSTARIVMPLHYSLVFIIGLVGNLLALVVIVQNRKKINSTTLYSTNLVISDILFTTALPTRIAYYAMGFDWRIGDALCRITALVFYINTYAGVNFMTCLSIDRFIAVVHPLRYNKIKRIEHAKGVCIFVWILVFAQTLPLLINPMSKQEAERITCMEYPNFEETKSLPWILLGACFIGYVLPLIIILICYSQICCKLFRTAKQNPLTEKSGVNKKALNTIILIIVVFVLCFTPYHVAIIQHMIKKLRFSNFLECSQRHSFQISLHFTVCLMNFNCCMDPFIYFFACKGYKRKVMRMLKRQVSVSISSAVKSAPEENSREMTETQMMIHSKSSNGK
Apaf-1 inh: inhibitors of human Apaf-1 apoptosome; O14727; actives 0.71% (n = 330,000); inhibition, % at 20 µM; AID 489030; reconstituted apoptosome caspase-3 activity, DEVD-Rh110 fluorescence; active means inhibition of at least 40% at 20 µM;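 further: plate controls were DMSO wells for no effect and DEVD-CHO caspase inhibitor wells for full effect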
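Material: reconstituted apoptosome with Apaf-1, cytochrome c, caspase-9, procaspase-3, dATP. Technique: Rh110 fluorescence intensity. Buffer or medium: pH 7.5 Hepes buffer with CHAPS, BSA, DTT. Times: 30 min plus 50 min, RT.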
697 NFkB inh: lowers PMA/ionomycin-induced NF-kB signal in 697 B cells. 697 B-cell NF-kB luciferase reporter, 16 h. inhibition, % at 4 µM. actives 0.33% (n = 330,000); in the data active means inhibition above about 35%
Gli-Sufu block: Gli-Sufu pathway antagonism. Sufu-KO-LIGHT fibroblasts, Gli luciferase reporter luminescence. inhibition, % at 5 µM. actives 0.74% (n = 340,000). AID 588413;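 active means inhibition above about 55%, limit read from the data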;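 further: 0% = DMSO-treated cells and 100% = wells with medium but no cells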
Active calls of the source: *; · = no result given. Unless noted, no stated cut-off is given here; in the data, active means inhibition above about 50%; inactive means the rest. These rows are one share of the data. The share of hits here may be higher or lower than overall.

cpd	mol	SENP8 block	UBC13 polyUb	Jurkat NFkB inh	697 NFkB inh	CCR6 antag	EBI2 antag	Gli-Sufu block	Apaf-1 inh
1	Cn1c(SCC(=O)NC2CCCCC2)nnc1-c1cccnc1	-1.8	7.0	3.0	25.5	15.5	6.1	0.1	0.1
2	CC(=O)N1CCN(C(=O)C2(NC(=O)Nc3cccc(F)c3)CCCCC2)CC1	1.9	-14.5	-1.9	14.4	1.7	-2.1	-6.7	-2.2
3	CCC(=O)Nc1ccccc1C(=O)N1CCN(Cc2ccccc2)CC1	-0.8	-0.3	5.6	8.2	-1.9	-10.6	-0.1	-11.4
4	C=CCN(CC=C)Cc1c(C)[nH]c2c(C)c(C)ccc2c1=O	2.8	-4.6	14.4	10.6	7.9	-6.4	-1.2	-4.9
5	COc1cc(C(=O)NCc2ccncc2)cc(Br)c1OCc1ccccc1	-5.1	0.1	-3.2	-46.2	13.7	10.4	·	29.1
6	CC(C)NCCCOc1ccc(C(C)(C)c2ccccc2)cc1	-5.2	0.0	-16.7	-28.9	12.2	-6.5	-0.3	9.8
7	COc1cc(C)ccc1OCC(=O)NC1CCCCCC1	-2.0	14.8	-64.0	-71.0	12.8	8.0	·	-6.1
8	CCn1c(=O)c(C(=O)NCCN2CCCCC2)c(O)c2ccccc21	-1.7	48.0*	-20.3	-11.3	21.5	-2.3	-1.6	0.0
9	CC(NC(=O)c1ccc(Br)s1)c1ccncc1 (centres undefined)	-2.9	2.6	15.1	9.3	7.0	-2.4	-14.0	1.8
10	CCc1ccc(OCC(=O)Nc2cccc3c2CCCC3)cc1	-2.7	-7.5	-9.4	-1.8	3.6	2.2	-31.4	30.4
11	COc1ccc(C(=O)Nc2nnc(S(=O)(=O)Cc3ccccc3)s2)cc1	-4.3	4.0	-2.2	-20.0	-3.0	1.4	18.4	1.0
12	CC1CCN(c2nc(Cl)nc(Nc3ccc([N+](=O)[O-])cc3)n2)CC1	-4.7	-9.5	4.4	0.7	-20.0	-0.1	5.9	18.3
13	COc1ccc(CC(=O)OCCN(C)C)cc1	-4.2	1.5	1.4	10.2	16.9	-0.1	1.6	-3.2
14	COc1ccccc1NC(=O)c1ccccc1C(=O)O	-1.1	2.2	-6.4	14.8	-9.8	1.5	-4.7	7.9
15	Cc1cccc(NC(=O)Cn2c(O)c(N=NC(=O)c3ccncc3)c3ccccc32)c1	12.1	-31.7	-18.8	-15.1	12.5	9.4	5.3	8.9
16	NNC(=O)c1ccc2[nH]c3c(c2c1)CCCC3	-3.0	-5.9	-4.0	11.8	1.9	-3.6	-11.4	-5.9
17	COc1ccc(C(=O)Nc2cc(-c3ccccc3)nn2-c2ccccc2F)cc1	8.5	3.0	-3.1	20.1	12.0	10.0	-0.1	2.8
18	CC(=O)NC(Cc1ccc(F)c(F)c1)C(=O)NC1CCN(C(=O)c2ccc(Cl)cc2)CC1 (centres undefined)	-3.0	-5.1	-1.5	-9.9	-1.0	5.9	17.4	3.5
19	O=c1c(-c2ccccc2)coc2c(CN3CCCC3)c(O)ccc12	-2.3	15.3	-0.8	8.0	-5.7	-3.7	21.4	-17.5
20	O=C(c1n[nH]c(=O)c2ccccc12)N1CCN(c2ccccc2)CC1	-5.4	4.2	10.2	-9.0	-1.8	-15.0	42.2	-1.6
21	COc1ccc(-n2nnnc2CNC(=O)C2CC(=O)N(c3ccc(Cl)cc3)C2)cc1 (centres undefined)	0.4	4.5	-2.6	5.0	3.9	6.1	6.0	3.2
22	Nc1[nH]c(N=NC(=O)c2ccccc2O)c2ccccc12	0.8	1.0	-49.2	-101.3	8.6	-9.6	-68.2	-12.1
23	O=C(Nc1nccs1)C1CCCN1S(=O)(=O)c1ccc(F)cc1 (centres undefined)	-0.5	-5.8	-7.4	9.8	-2.7	1.3	-2.5	-6.5
24	Cc1oc2ccc(OS(C)(=O)=O)cc2c1C(=O)OC(C)C	-2.8	13.0	6.9	10.9	4.1	-8.6	2.0	9.5
25	CC(=O)Oc1ccccc1C(=O)Nc1ccccc1	-2.4	13.5	3.1	1.0	5.0	-15.3	-18.9	-2.2
26	CC(=O)c1ccc(NC(=O)CCNS(=O)(=O)c2cc(Br)cnc2N)cc1	1.3	4.6	4.2	-0.4	16.5	4.3	-3.7	-4.8
27	Cc1ccn2cc(CNS(=O)(=O)c3ccc4ccccc4c3)nc2c1	-1.9	-8.4	1.3	-9.5	4.1	11.6	-20.5	6.6
28	O=C(Nc1ccc(Cl)cc1)C1CCCN(c2cnccn2)C1 (centres undefined)	-0.8	-5.9	7.2	-22.0	10.0	7.3	-1.7	9.8
29	Cc1cc(C)c2oc(C(=O)N(Cc3ccccc3)c3ccccn3)cc(=O)c2c1	1.2	1.2	-2.0	-29.5	13.5	1.2	12.4	12.7
30	Cc1ccc(CSCC(N)C(=O)O)cc1 (centres undefined)	10.0	0.3	3.7	25.4	·	·	·	14.0
31	Cc1ccccc1Nc1nc2ccccc2s1	68.2*	9.6	-97.6	-117.1	10.9	3.6	-99.2	-6.5
32	Nc1nc(NCc2ccco2)nc(N2CCOCC2)c1[N+](=O)[O-]	-4.4	0.8	-6.0	-3.1	-3.5	7.2	4.8	1.1
33	Cn1c(=O)c(C(=O)c2ccc(S(C)(=O)=O)c(Cl)c2Cl)c(O)c2ccccc21	2.7	4.9	20.8	22.5	-3.9	32.2	3.9	-11.1
34	CCCCn1c(SCC(=O)NCc2ccco2)nnc1-c1ccoc1C	-7.4	-3.6	-10.2	-0.8	-1.5	-19.6	-9.7	4.6
35	CC(=O)c1ccc(Nc2cc(C)nc3ccccc23)cc1	-2.7	-7.2	32.5	1.1	6.7	-4.2	5.6	-4.8
36	Cc1nc(Nc2ccccc2F)c2nnn(Cc3ccccc3Cl)c2n1	-11.6	10.2	4.2	-22.2	0.7	4.4	-3.1	-4.0
37	CCOC(=O)N1CCN(Cc2nnc(-c3ccccc3C)o2)CC1	-1.0	0.7	4.2	4.9	5.8	-4.8	2.6	-5.1
38	Cc1ccc(Cn2ncc3c(N4CCCC4)ncnc32)cc1	2.5	-3.1	5.7	-18.0	-18.6	-1.8	-3.3	6.8
39	Cc1cc(C)c(-c2c(O)c3c(n(C)c2=O)CC(C)(C)CC3=O)c(C)c1	-2.1	-7.3	-5.0	-40.6	-13.2	-4.0	2.0	-7.8
40	O=C(Nc1ccc(C(=O)NCCCN2CCCCC2)cc1)C1=CSCCO1	1.3	2.4	2.4	-13.9	7.0	-20.8	7.2	4.8

Down the list, from the results shown.
697 NFkB inh for nos. 27 to 32: -9.5, -22.0, -29.5, 25.4, -117.1, -3.1
EBI2 antag for nos. 27 to 32: 11.6, 7.3, 1.2, ·, 3.6, 7.2

As entered above:
Under UBC13 polyUb, compound 24 shows 13.0
Under UBC13 polyUb, compound 32 shows 0.8
Under UBC13 polyUb, compound 31 shows 9.6
Under Apaf-1 inh, compound 36 shows -4.0
Under SENP8 block, compound 38 shows 2.5
Under 697 NFkB inh, compound 34 shows -0.8

(more compounds)
cpd	mol	SENP8 block	UBC13 polyUb	Jurkat NFkB inh	697 NFkB inh	CCR6 antag	EBI2 antag	Gli-Sufu block	Apaf-1 inh
41	CCOP(=O)(OCC)C(NC(C)=O)C(=O)c1ccccc1 (centres undefined)	-6.9	-2.3	5.6	4.4	19.0	-15.5	-6.8	-5.7
42	COc1ccccc1C(=O)NC(CCSC)C(=O)NCC(c1cccs1)N(C)C (centres undefined)	-4.0	-9.0	-2.3	1.0	1.8	4.0	7.4	5.7
43	COc1ccc(CNC(=O)CNS(=O)(=O)c2ccc(Cl)cc2)cc1	6.3	13.3	-0.8	-30.8	-1.6	7.1	1.3	-176.7
44	O=C(CCCNC(=O)c1ccc(Cl)cc1)Nc1ccc(Br)cc1	1.3	12.4	-14.5	-9.4	-6.6	22.6	-10.3	4.5
45	COc1ccc(CCC(=O)N2CCN(S(=O)(=O)c3cccc(C(F)(F)F)c3)CC2)cc1OC	-8.9	-6.9	-5.0	11.9	8.8	-13.1	-3.2	6.7
46	COc1ccc(-c2cc(CNS(=O)(=O)c3cc(OC)ccc3OC)on2)cc1	-15.3	-2.6	-7.3	-4.2	9.6	0.6	4.6	-1.8
47	CCOC(=O)N1CCC(N2C(=O)c3ccc(C(=O)NCc4ccco4)cc3C2=O)CC1	-7.8	-4.0	-3.2	10.8	6.5	3.2	7.0	3.7
48	C=CCSc1nnc(-c2nnc(SCC=C)n2-c2ccccc2)n1-c1ccccc1	-0.6	0.2	3.2	4.8	-1.7	-5.5	6.8	19.0
49	COc1ccc2nc(/C=N/NC(=O)CCNC(=O)OC(C)(C)C)ccc2c1	-9.2	-11.5	-33.3	-77.2	12.8	-10.5	-20.4	2.5
50	Nc1nc(/C=C/c2cccnc2)nc(-c2ccccc2O)n1	-10.4	-15.8	7.5	18.8	-20.8	-7.4	10.2	20.8
51	COc1ccc(CNC(=O)c2cc3ccccc3oc2=O)cc1	-4.2	-0.7	-19.5	-1.0	12.7	1.9	-10.3	2.3
52	CC(=O)N1C(Nc2ccc(Cl)cc2)CCN1c1ccccc1 (centres undefined)	-10.0	-4.1	-21.0	2.3	10.0	5.9	2.9	11.4
53	O=C(NNC(=O)C1CC1)c1ccc(F)cc1F	-16.4	-6.3	3.8	8.0	-8.9	0.3	7.1	9.8
54	O=C(N[C@@H]1C/C=C\C[C@@H](CC(=O)N(CCO)Cc2ccccc2)C(=O)NC[C@H](c2ccccc2)OC1=O)OCC1c2ccccc2-c2ccccc21	-1.7	2.7	18.7	-7.2	35.0	17.4	59.1*	29.3
55	COC(=O)c1ccc(/C=C2/SC(=S)N(CCC(=O)N3CCOCC3)C2=O)cc1	-7.2	2.5	-0.5	12.6	-3.7	-8.6	-1.8	6.8
56	O=c1cnnc(N/N=C/C2CC=CCC2)[nH]1 (centres undefined)	2.6	-4.8	0.8	16.0	-3.3	9.3	6.5	2.3
57	COc1ccc2c(c1)c1ncn(Cc3ccco3)c(=O)c1n2C	-1.7	14.4	-15.3	-10.7	7.8	-17.3	5.0	5.8
58	Cc1cc(C)c2oc(C(=O)Nc3ccc(S(=O)(=O)N4CCC(C)CC4)cc3)cc(=O)c2c1	2.6	-1.2	33.7	4.4	1.1	12.3	35.8	-8.2
59	Cc1cc(C)cc(COc2ccc3c(C)c(CC(=O)O)c(=O)oc3c2C)c1	-3.1	7.7	15.8	2.7	2.3	1.7	-10.5	7.3
60	CCN(CC)CC(C)OC(=O)c1ccccc1Cl (centres undefined)	2.6	5.3	-20.8	6.3	13.0	-13.4	-6.0	-3.9

Not a retest: three of the compounds above.
cpd	mol	SENP8 block	UBC13 polyUb	Jurkat NFkB inh	697 NFkB inh	CCR6 antag	EBI2 antag	Gli-Sufu block	Apaf-1 inh
45	COc1ccc(CCC(=O)N2CCN(S(=O)(=O)c3cccc(C(F)(F)F)c3)CC2)cc1OC	-8.9	-6.9	-5.0	11.9	8.8	-13.1	-3.2	6.7
46	COc1ccc(-c2cc(CNS(=O)(=O)c3cc(OC)ccc3OC)on2)cc1	-15.3	-2.6	-7.3	-4.2	9.6	0.6	4.6	-1.8
47	CCOC(=O)N1CCC(N2C(=O)c3ccc(C(=O)NCc4ccco4)cc3C2=O)CC1	-7.8	-4.0	-3.2	10.8	6.5	3.2	7.0	3.7

New compounds follow:
cpd	mol	SENP8 block	UBC13 polyUb	Jurkat NFkB inh	697 NFkB inh	CCR6 antag	EBI2 antag	Gli-Sufu block	Apaf-1 inh
61	CSC(=S)NCc1cccnc1	-5.4	-2.3	-1.2	23.6	6.3	1.2	34.4	-17.9
62	Cc1cc(-n2cnnn2)cc(C)c1S(=O)(=O)N(C)c1ccccc1	0.0	3.9	-10.5	2.7	9.5	6.7	29.3	11.9
63	COc1ccc([C@H]2CC(=O)C=C(c3ccc(Cl)cc3C)C2)cc1	-5.8	12.0	9.4	8.4	12.2	25.2	-7.8	25.6
64	CCn1c(SC(C)C(=O)N2CCOCC2)nc2sc(C)c(C)c2c1=O (centres undefined)	-19.3	0.5	-10.7	9.8	16.9	3.1	0.3	2.5
65	Cc1ccc(Cn2c(=N)n(CC(=O)c3ccccc3)c3ccccc32)cc1	-2.6	27.0	23.9	-16.0	9.0	12.8	31.8	4.1
66	CCCc1cc(C(F)(F)F)c(C#N)c(=O)[nH]1	-9.6	13.8	2.0	7.9	0.5	-9.5	-0.9	0.5
67	CC(=O)N1CCN(Cc2nc3cc(Cl)ccc3c(=O)[nH]2)CC1	-2.0	15.7	-6.7	14.5	6.6	-6.2	6.3	3.0
